# GLS inh: qHTS for Inhibitors of Glutaminase (GLS). hit rate 0.21% among 410,000. GLS enzymatic activity, qHTS titration. Potency, µM (highest dose often 45.5 µM), for the others: top-dose activity change, negative = inhibition, hits mostly inhibitors. Glutaminase kidney isoform, mitochondrial (Homo sapiens), O94925. AID 624170, 2012; also: % is scaled to controls: 0 for no effect and ±100 for the full control effect
#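 Compounds were pin-transferred onto hKGA, after which L-glutamine (1 mM solution) and a detection mix of glutamate oxidase, HRP and Amplex Red were added. Initial and 30 min RT fluorescence reads were collected.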
# BAZ2B inh: qHTS Assay for Inhibitors of BAZ2B; Potency, µM (highest dose often 114 µM), for inactives: top-dose activity change, negative = inhibition, hits mostly inhibitors; AlphaScreen BAZ2B-H3K14Ac peptide displacement; hit rate 4.4% among 360,000; AID 504333, 2011; also: % is scaled to controls: 0 for no effect and ±100 for the full control effect; nearly all actives have a fitted effect of over 60% in size
#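 Inhibition is scored as reduced AlphaScreen emission. The BAZ2B/b-H3(5-23)K14Ac complex (50 nM each) in PBS pH 7.4, 0.01% Tween-20 meets compound (up to 110 uM) for 30 min at RT before bead addition.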
# JMJD2A Tudor: qHTS Assay for Inhibitors of JMJD2A-Tudor Domain; Lysine-specific demethylase 4A (Homo sapiens), O75164; AlphaScreen JMJD2A-Tudor / H3K4me3 peptide binding; Potency, µM (top dose mostly 114 µM), for inactives: at the top dose activity change, negative = inhibition, most hits filed as inhibitors; hit rate 4.4% among 390,000; also: % is scaled to controls: 0 for no effect and ±100 for the full control effect; nearly all actives have a fitted effect of over 50% in size
# Pin1 inhibitor: qHTS Assay to Find Inhibitors of Pin1; Peptidyl-prolyl cis-trans isomerase NIMA-interacting 1 (Homo sapiens), Q13526; Pin1 FP peptide displacement, HiFluor488, 10 min; Potency, µM (series often up to 115 µM), inactives show at the highest dose activity, negative = inhibition, usual class: inhibitors; hit rate 0.009% among 390,000; AID 504891, 2011; active = well fitted inhibition curve with a large enough effect in the polarisation, with a control signal flat, not every such curve was filed as active; inconclusive = small, poorly fitted or top-dose-only effect, or effect the other way, or a change in a side signal; inactive = no such curve, though single readings can be large or run the other way; the % refers to the polarisation; also: % is scaled to controls: 0 for no effect and ±100 for the full control effect
# BLM inh: qHTS Assay for Inhibitors of Bloom's syndrome helicase (BLM). recombinant BLM DNA unwinding, fluorescence dequenching. Potency, µM (top dose mostly 56.1 µM), for inactives: at the highest dose activity change, negative = inhibition, usual class: inhibitors. hit rate 0.2% among 350,000;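 also: plate controls were vehicle for no effect and no enzyme for full effect; nearly all actives have a fitted effect of over 35% in size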
# HP1b chromo inh: HTS for Inhibitors of HP1-beta Chromodomain Interactions with Methylated Histone Tails. Chromobox protein homolog 1 (Homo sapiens), P83916. AlphaScreen HP1-beta / biotin-H3K9me3 peptide binding. Potency, µM (highest dose often 114 µM), for the others: at the highest dose activity change, negative = inhibition, actives largely listed as inhibitors. hit rate 0.56% among 390,000. AID 540317, 2011; also: nearly all actives have a fitted effect of over 70% in size; inactives centre near 23
#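 HP1-beta protein (50 nM final) preincubated 30 min at room temperature with biotinylated H3(1-18)K9me3 peptide (50 nM) in PBS pH 7.4, 0.01% Tween-20, then compound added for 30 min. AlphaScreen streptavidin donor/nickel chelate acceptor beads (10 ug/mL final), 30 min dark, luminescence read.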
# G9a block: qHTS Assay for Inhibitors of Histone Lysine Methyltransferase G9a; G9a H3K9 monomethylation, AlphaScreen, 2 h; Potency, µM (titrated, usually from 102 µM), without a hit: at the top dose activity, negative = inhibition, most hits filed as inhibitors; hit rate 8.8% among 350,000; also: % is scaled to controls: 0 for no effect and ±100 for the full control effect; nearly all actives have a fitted effect of over 75% in size
# Target sequence (Q96KQ7 913-1193 limits assumed): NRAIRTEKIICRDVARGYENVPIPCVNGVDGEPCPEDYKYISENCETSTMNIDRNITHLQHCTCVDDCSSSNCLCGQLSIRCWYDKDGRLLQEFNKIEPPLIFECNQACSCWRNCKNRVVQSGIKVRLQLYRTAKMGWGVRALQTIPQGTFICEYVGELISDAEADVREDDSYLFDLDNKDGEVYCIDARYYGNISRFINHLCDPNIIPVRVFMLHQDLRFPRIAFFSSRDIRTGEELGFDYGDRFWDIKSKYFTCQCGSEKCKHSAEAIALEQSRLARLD
#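 AlphaScreen detection with an anti-monomethyl H3K9 antibody quantified product after a 2 h room-temperature reaction containing 500 nM biotinylated H3K9 peptide, 20 µM SAM and 20 nM enzyme, which had been preincubated 15 min with compound.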
# PGK inhibitor: qHTS Assay to Find Inhibitors of Phosphoglycerate Kinase; Potency, µM (top dose mostly 57.5 µM), for inactives: top-dose activity change, negative = inhibition, usual class: inhibitors; PGK/GAPDH coupled, Kinase-Glo luminescence, 60 min; AID 602233, 2012; hit rate 0.043% among 380,000; Phosphoglycerate kinase, glycosomal (Trypanosoma brucei brucei), P07378; also: % is scaled to controls: 0 for no effect and ±100 for the full control effect; nearly all actives have a fitted effect of over 60% in size
#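 Recombinant glycosomal PGK reaction used 1,3-bisphosphoglycerate generated in-well by GAPDH (100nM final) in 100mM TEA pH 7.6, 5mM MgCl2, 0.01% Tween-20. After 60 minutes at room temperature, ATP was read by Kinase-Glo Plus luminescence end-point.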
# POLI inh: qHTS for Inhibitors of Polymerase Iota. DNA polymerase iota (Homo sapiens), Q9UNA4. Pol iota fluorescent replication assay, 10 min. Potency, µM (doses to about 115 µM), without a hit: at the top dose activity, negative = inhibition, most hits filed as inhibitors. hit rate 1% among 390,000. AID 588590, 2011
# Target sequence (Q9UNA4 whole entry, looked up): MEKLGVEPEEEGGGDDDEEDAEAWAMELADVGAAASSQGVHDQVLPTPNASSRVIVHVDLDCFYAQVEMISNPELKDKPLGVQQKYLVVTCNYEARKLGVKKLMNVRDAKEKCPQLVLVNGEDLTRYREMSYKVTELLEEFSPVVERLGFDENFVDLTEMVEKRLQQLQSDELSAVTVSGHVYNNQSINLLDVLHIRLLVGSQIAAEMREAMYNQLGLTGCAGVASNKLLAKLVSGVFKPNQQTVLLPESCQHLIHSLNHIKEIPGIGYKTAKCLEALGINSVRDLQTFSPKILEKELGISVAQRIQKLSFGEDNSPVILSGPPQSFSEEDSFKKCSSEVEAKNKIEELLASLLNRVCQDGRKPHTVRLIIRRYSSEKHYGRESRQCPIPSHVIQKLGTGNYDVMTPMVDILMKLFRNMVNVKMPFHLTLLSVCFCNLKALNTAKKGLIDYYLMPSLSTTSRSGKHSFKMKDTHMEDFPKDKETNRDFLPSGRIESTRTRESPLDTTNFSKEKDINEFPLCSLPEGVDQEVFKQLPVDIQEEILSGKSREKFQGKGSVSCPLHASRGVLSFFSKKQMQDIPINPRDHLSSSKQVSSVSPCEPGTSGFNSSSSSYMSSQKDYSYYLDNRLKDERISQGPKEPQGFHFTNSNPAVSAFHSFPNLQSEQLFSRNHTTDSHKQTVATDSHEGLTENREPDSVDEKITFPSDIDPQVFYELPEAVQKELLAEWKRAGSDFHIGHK
#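 Pol iota at 10 nM preincubated 15 min with compounds at room temperature; reaction started with fluorescent substrate, 50 nM final. Fluorescence read kinetically at 0 and 10 min; buffer-only wells as negative control.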
# * = called active by the depositor; i = inactive; ? = inconclusive; / = not tested or not shown; [ ] = remark or other dose. Unless noted, calls follow the shape of the dose curve; as a rule, active = well fitted curve in the direction sought with a large enough effect; inconclusive = small, poorly fitted or top-dose-only effect, or another doubt; inactive = no such curve, though single readings can be large; an effect the other way counts as inactive or inconclusive. Potency is read from the fitted curve at half-maximal effect. These rows are one share of the data; the hit share may differ from the screen's.
SMILES,GLS inh,BAZ2B inh,JMJD2A Tudor,Pin1 inhibitor,BLM inh,HP1b chromo inh,G9a block,PGK inhibitor,POLI inh
Cc1cccc(NS(=O)(=O)c2cc3c4c(c2)CCC(=O)N4CCC3)c1,7%,0%,-8%,3%,/,30%,-39%,8%,25%
COC(=O)/C(C#N)=C/c1occc1C,6%,6%,-1%,0%,-1%,23%,-11%[59 µM],0%,29%
CCOc1ccccc1-c1nnc(SCC(=O)NC2CC3CCC2C3)n1CC (stereo not given),1%,10%,-12%,-8%,-1%,37%,45µM*,-2%,-6%
O=C(CSC1=Nc2ccccc2C2CC=NN12)NCc1ccco1 (stereo not given),-14%,/,-25%,13%,/,10%,/,-7%,?
CC(=O)c1cccc(NC(=O)c2oc3c(c2C)-c2nn(Cc4ccc(Cl)cc4)cc2CC3)c1,-12%,-17%,-6%,3%,-2%,23%,-32%[59 µM],5%,-1%
COc1cccc(NCCC(=O)c2cccc([N+](=O)[O-])c2)c1,-15%,-38%,?,0%,-1%,79µM*,35µM*,i,93%[activator]
CC(=O)Nc1ccc2c(COC(=O)[C@H](C)N3C(=O)C4CCCCC4C3=O)cc(=O)oc2c1 (stereo not given in full),-5%,-1%,-28%,11%,-5%,20%,/,-2%,?
C=CCNc1sc(C(=O)C(C)(C)C)c(N)c1C#N,15%,-34%,-22%,-1%,-2%,-4%,27%[12.7 µM],/,25%
Cc1ccc(C2CC(c3ccccc3Cl)n3nc(N)nc3N2)cc1 (stereo not given),20%,-6%,-31%,-6%,0%,30%,1%,3%,11%
CN(C)S(=O)(=O)c1ccc(NC(=O)CN2CCCc3ccccc32)cc1,-2%,?,?,3%,-2%,-19%,40µM*,2%,49%[activator]

# Compound profiles (already shown).
# Profile of `CC(=O)c1cccc(NC(=O)c2oc3c(c2C)-c2nn(Cc4ccc(Cl)cc4)cc2CC3)c1` → GLS inh: -12%; BAZ2B inh: -17%; JMJD2A Tudor: -6%; Pin1 inhibitor: 3%; BLM inh: -2%; HP1b chromo inh: 23%; G9a block: -32%[59 µM]; PGK inhibitor: 5%; POLI inh: -1%
# Profile of `COC(=O)/C(C#N)=C/c1occc1C` → GLS inh: 6%; BAZ2B inh: 6%; JMJD2A Tudor: -1%; Pin1 inhibitor: 0%; BLM inh: -1%; HP1b chromo inh: 23%; G9a block: -11%[59 µM]; PGK inhibitor: 0%; POLI inh: 29%

# Next structures.
SMILES,GLS inh,BAZ2B inh,JMJD2A Tudor,Pin1 inhibitor,BLM inh,HP1b chromo inh,G9a block,PGK inhibitor,POLI inh
CC(=O)c1c(C)[nH]c(C(=O)COC(=O)CCNS(=O)(=O)c2ccc(C)c(C)c2)c1C,1%,/,?,3%,/,8%,/,-1%,?
COc1cc(C(=O)N/N=C/c2sc(N3CCOCC3)nc2-c2ccccc2)cc(OC)c1OC,-17%,-25%,5%,-2%,-19%,40%[activator],6%,-6%,9%
Cc1ccc(C(=O)NNS(=O)(=O)c2ccc(F)cc2)cc1,8%,9%,-12%,-8%,-2%,32%,/,i,40%[activator]
CCOc1ccc(S(=O)(=O)Nc2ccc3c(c2)CCCN3S(=O)(=O)c2ccc(C)cc2)cc1,6%,56µM*,-12%,30%[activator],-6%,-4%,?,-1%,22%
CCCCCc1cc(=O)oc2c(C(CCN3CCCC(C)C3)c3ccc(OC)cc3)c(OC)cc(OC)c12 (stereo not given),1%,?,?,1%,2%,-16%,?,0%,-4%
O=C(NNC(=O)c1cc2cc3ccccc3nc2s1)c1cccc(Cl)c1,14%,-38%,50µM*,40%[activator],-29%,-25%,32µM*,?,?
Nc1nc(-c2ccccc2)cc(-c2ccccc2O)n1,25%,-5%,-30%,7%,-6%,5%,-9%[59 µM],-8%,-16%
CC(=NCC1CCCO1)C1=C(O)CC(C)(C)CC1=O (stereo not given),13%,-6%,-8%,3%,0%,37%,17%[59 µM],-5%,26%
COC(=O)C1CCCN1C(=O)COc1ccc(Br)cc1Cl (stereo not given),-2%,6%,-4%,2%,4%,12%,9%[59 µM],-3%,19%
O=C(c1cccc(F)c1)N1CCCN(C(=O)c2cccc(F)c2)CC1,1%,-12%,4%,-6%,-2%,36%,10%[59 µM],0%,182%[activator]
CCN(CC)C(=O)C(C)OC(=O)c1ccc(O)cc1 (stereo not given),5%,27%,-7%,0%,4%,25%,-19%[12.7 µM],-2%,11%
Cc1cc(NC(=O)CSCC(=O)N2CCN(c3cccc(C(F)(F)F)c3)CC2)no1,1%,-5%,-14%,-5%,/,31%,12%,-5%,6%
Cc1cccc(C)c1NC(=O)C1CC(=O)N(C(C)C)C1 (stereo not given),-15%,-19%,-7%[57.1 µM],-5%,0%,63%[activator],-3%,-6%,17%
Cc1cccc(OCc2nnc(SCC(=O)NCCc3ccccc3)o2)c1,-1%,-15%,-1%,9%,0%,24%,11%,i,8%
CCOc1ccc(NC(=O)Cn2c(=O)n(CCCC(=O)NC3CCN(Cc4ccccc4)CC3)c(=O)c3ccccc32)cc1,7%,0%,-16%,-7%,4%,-3%,-8%,-7%,6%
CC(C)N(C(=O)CSc1nc2ccccc2n1Cc1ccc(F)cc1)C(C)C,-7%,-14%,-3%,7%,-14%,56%[activator],-30%[59 µM],0%,-7%
C=CCn1c(SCc2ccccc2Cl)nnc1-c1sc2nc(C)cc(C)c2c1N,-5%,12%,10%,14%,-10%,103%[activator],0%,-9%,2%
CC1CCN(C(=O)CSc2nnc(Cc3cccn3C)n2CCc2ccccc2)CC1,21%,-36%,?,7%,-9%,9%,45µM*,-3%,18%
O=C(Nc1ccc(S(=O)(=O)Nc2ccccc2)cc1)N1CCCC1,-9%,2%,-19%,5%,1%,17%[57 µM],-3%[59 µM],-10%,-4%
c1ccc(C[C@H]2CNCCN2CCC23CC4CC(CC(C4)C2)C3)cc1,8%,-9%,?,-18%,/,-1%,18%[2.33 µM],-2%,?
c1ccc(-c2nnc(OCC3CCCO3)c3ccccc23)cc1 (stereo not given),26%,-9%,-10%,-1%,-3%,41%[activator],4%,3%,43%[activator]
CC(C)NC(=O)Nc1cccc(Cl)c1,5%,-4%,-4%,5%,-1%,7%,/,17%,18%
CCn1c(=NC(=O)c2ccc3c(c2)OCCO3)sc2c(C)ccc(OC)c21,-16%,9%,0%,0%,-4%,18%[57 µM],16%[59 µM],4%,-4%
Cc1c(Cl)c(C(F)(F)F)nn1CC(=O)NCc1ccco1,0%,-20%,-18%,1%,-3%,17%,-11%[59 µM],i,18%
COC(=O)c1cc(NC(=O)CSC2=NCCS2)cc(C(=O)OC)c1,-1%,-28%,-4%,-1%,-4%,26%,/,-1%,130%[activator]
O=C1c2ccccc2-c2onc3c(NCCO)cc(NC4CCCCC4)c1c23,5%,3.5µM*,7.9µM*,?,-9%,?,2.2µM*,i,-13%
O=C(O)c1cn(-c2ccccc2)nc1-c1ccc(Cl)cc1,-2%,/,-9%,-13%,/,46%[activator],/,i,-13%[58.9 µM]
Cc1cccc(NC(=O)C(C)SCc2nc3sc4c(c3c(=O)[nH]2)CCCC4)n1 (stereo not given),-19%,1%,-19%,?,/,30%,56µM*,i,?
COc1ccc(OCCCC(=O)Nc2ccc3c(c2)OCCO3)cc1,-9%,-22%,-26%,-12%,-2%,17%,?,/,?
CCOc1ccc(N2C(=O)N(Cc3c(F)cccc3Cl)c3ccccc3S2(=O)=O)cc1,-4%,-10%,-15%,11%,-4%,21%,-11%[59 µM],-7%,-2%
C/C(=N\NC(=O)c1ccccc1OCc1ccc(F)cc1)c1ccccn1,-5%,-2%,-26%,5%,/,17%,15%[12.7 µM],i,19%
O=C(O)c1cc(NC(=O)c2ccco2)cc(NC(=O)c2ccco2)c1,-20%,-2%,-10%,0%,1%,-1%,?,-5%,?
COC(=O)c1c(NC(=O)CCCOc2cccc(C)c2)sc2c1CCC(C)C2 (stereo not given),18%,24%,5%,7%,-2%,112%[activator],23%[59 µM],-2%,59%[activator]
CSc1nc2sc3c(c2c(=O)n1Cc1ccccc1)CCC(C(C)(C)C)C3 (stereo not given),-8%,-15%,-4%,0%,-2%,21%,-34%[59 µM],-7%,24%
O=C(Oc1ccc([N+](=O)[O-])cc1)c1ccc2ccccc2n1,1%,?,28µM*,-1%,-2%,3%,13µM*,/,10%
O=C(NCCn1cccn1)C1CCC(=O)N(CCc2ccccc2)C1 (stereo not given),0%,-13%,3%,0%,-2%,17%,17%,3%,25%
O=C(NC1CC2CCC(C1)N2C(=O)NCc1ccccc1)C1CC1 (stereo not given),-9%,1%,2%,-1%,2%,23%,9%[12.7 µM],9%,21%
COc1ccc2c(c1)cc(C)c1nnc(SCC(=O)N(C)c3nc(-c4ccccc4)cs3)n12,4%,2%,-12%,?,3%,4%,-41%,0%,8%
CC(C)=CCN1CCN(Cc2cccn2-c2ncccn2)CC1CCO (stereo not given),4%,-12%,1%,-5%,2%,14%,-8%,7%,145%[activator]

# Fetched one by one from the entries so far (four):
SMILES,GLS inh,BAZ2B inh,JMJD2A Tudor,Pin1 inhibitor,BLM inh,HP1b chromo inh,G9a block,PGK inhibitor,POLI inh
c1ccc(-c2nnc(OCC3CCCO3)c3ccccc23)cc1 (stereo not given),26%,-9%,-10%,-1%,-3%,41%[activator],4%,3%,43%[activator]
O=C(NC1CC2CCC(C1)N2C(=O)NCc1ccccc1)C1CC1 (stereo not given),-9%,1%,2%,-1%,2%,23%,9%[12.7 µM],9%,21%
O=C(Oc1ccc([N+](=O)[O-])cc1)c1ccc2ccccc2n1,1%,?,28µM*,-1%,-2%,3%,13µM*,/,10%
c1ccc(C[C@H]2CNCCN2CCC23CC4CC(CC(C4)C2)C3)cc1,8%,-9%,?,-18%,/,-1%,18%[2.33 µM],-2%,?

# Compound activity deposited in PubChem BioAssay by National Center for Advancing Translational Sciences (NCATS).
